# High-throughput results (PubChem)
# RORg inh = inhibitors of mouse ROR gamma transcriptional activity. P51450. Drosophila S2 Gal4-RORgamma UAS-luciferase reporter, 20 h. Potency, µM (titrated, usually from 53.6 µM), for inactives: top-dose activity change, negative = inhibition, usual class: inhibitors. 310,000 compounds, 5.4% hits. AID 2551; also: potency is read from the fitted curve at half-maximal effect; % is scaled to controls: 0 for no effect and ±100 for the full control effect; nearly all actives have a fitted effect of over 60% in size
#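 Drosophila S2 cells stably expressing Gal4-DBD/mouse RORγ fusion under metallothionein promoter plus UAS-luciferase; compound 1 h, then 700 uM CuSO4 induction for 20 h at ambient temperature; inhibition read as reduced luminescence.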
# FLuc modulator = inhibits or activates purified firefly luciferase, miR-21 counter-screen | purified FLuc, Km substrates, luminescence inhibition | Potency, µM (highest dose often 57.5 µM), for the others: at the top dose activity change, negative = inhibition, actives largely listed as inhibitors | 360,000 compounds, 6.9% hits | P08659 | AID 588342;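 also: potency is read from the fitted curve at half-maximal effect; plate controls were vehicle for no effect and reference inhibitor for full effect; nearly all actives have a fitted effect of over 55% in size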
# Target sequence (P08659 whole entry, looked up): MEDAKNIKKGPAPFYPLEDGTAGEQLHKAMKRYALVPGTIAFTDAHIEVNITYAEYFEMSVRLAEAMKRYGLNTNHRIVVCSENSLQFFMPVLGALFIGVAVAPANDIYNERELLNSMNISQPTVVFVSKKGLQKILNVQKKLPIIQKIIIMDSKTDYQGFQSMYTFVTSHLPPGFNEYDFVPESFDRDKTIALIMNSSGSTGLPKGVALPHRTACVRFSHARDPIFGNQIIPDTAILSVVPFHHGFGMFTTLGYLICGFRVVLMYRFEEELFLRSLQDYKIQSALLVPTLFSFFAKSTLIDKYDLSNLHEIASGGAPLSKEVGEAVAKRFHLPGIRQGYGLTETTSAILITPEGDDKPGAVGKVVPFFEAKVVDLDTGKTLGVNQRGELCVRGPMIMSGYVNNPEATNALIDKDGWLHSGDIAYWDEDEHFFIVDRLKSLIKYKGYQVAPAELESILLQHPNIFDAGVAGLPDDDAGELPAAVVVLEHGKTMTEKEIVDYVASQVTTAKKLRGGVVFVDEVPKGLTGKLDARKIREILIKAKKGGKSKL
#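 Biochemical qHTS of compounds, final roughly 60 µM downward over six points, against 10 nM purified firefly luciferase using Km concentrations of substrates (10 uM D-luciferin, 10 uM ATP) in Tris acetate pH 7.5 buffer; luminescence output.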
# ELG1 genotox = inducers of genotoxicity in HEK293T ELG1-luciferase cells; HEK293T ELG1-luciferase reporter, luminescence, 16 h; Potency, µM (series often up to 46 µM), for the others: at the top dose activity change, positive = activation, actives largely listed as activators; 330,000 compounds, 1.3% hits; AID 504466; also: potency is read from the fitted curve at half-maximal effect; % of control where 0% means no effect; nearly all actives have a fitted effect of over 60% in size
#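 Genotoxic stress is detected as increased luminescence from luciferase-tagged ELG1 in HEK293T cells, measured with ONE-Glo after a 16 hr treatment at 37 °C.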
# NPC1 prom act = activates the NPC1 promoter. AID 485313. 320,000 compounds, 2.4% hits. Potency, µM (top dose mostly 9.22 µM), for the others: top-dose activation, usual class: activators. Huh7 NPC1 promoter luciferase reporter, 24 h;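 also: potency is read from the fitted curve at half-maximal effect; % of control where 0% means no effect; nearly all actives have a fitted effect of over 60% in size; reporter is driven by a mutant NPC1 promoter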
#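 Quantitative HTS used a cell-based reporter: Huh7 cells stably bearing the NPC1 promoter upstream of luciferase were treated with compounds for 24 h, and promoter activation was read as luminescence.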
# p53 reactivation = mutant p53 re-activation in reporter cells | 320,000 compounds, 0.063% hits | AID 504706 | H1299 p53-A138V BP100-luciferase reporter, luminescence, 24 h | Potency, µM (series often up to 92.2 µM), without a hit: at the highest dose activity change, positive = activation, hits mostly activators; also: potency is read from the fitted curve at half-maximal effect; % of control where 0% means no effect; nearly all actives have a fitted effect of over 45% in size
#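 p53-null H1299 cells stably carrying temperature-sensitive p53-A138V and a BP100-luciferase reporter were pinned with compounds (4-point, 1:5 series) and held 24 hrs at 37 deg C. Luminescence was read 10 min after detection reagent.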
# Gal4-VP16 FLuc = Gal4-VP16 reporter inhibition counter-screen; Potency, µM (highest dose often 53.6 µM), for the others: at the highest dose activity, negative = inhibition, hits mostly inhibitors; 310,000 compounds, 3.5% hits; AID 2546; Drosophila S2 Gal4-VP16 UAS-luciferase, luminescence, 20 h;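 also: Gal4-VP16 expression switched on by copper sulfate through the metallothionein promoter; potency is read from the fitted curve at half-maximal effect; % is scaled to controls: 0 for no effect and ±100 for the full control effect; nearly all actives have a fitted effect of over 50% in size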
# Rab9 promoter act = activators of Rab9 promoter; Huh7 Rab9 promoter-luciferase reporter, luminescence, 24 h; Potency, µM (highest dose often 9.22 µM), for inactives: at the highest dose activation, negative = inhibition, most hits filed as activators; 320,000 compounds, 2.8% hits; AID 485297; also: potency is read from the fitted curve at half-maximal effect; % of control where 0% means no effect; nearly all actives have a fitted effect of over 60% in size
#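 Steps: seed 1500 Huh7 Rab9-luc cells per well, rest 2 h at 37 °C; add compound in DMSO; incubate 24 h; add luciferase reagent, 10 min ambient; read luminescence.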
# ELG1 DNA repair = inhibitors of ELG1-dependent DNA repair in HEK293T cells | AID 504467 | HEK293T ELG1-luciferase reporter, luminescence, 16 h; DNA damage induced by 5-fluorouridine | Potency, µM (series often up to 46.1 µM), without a hit: top-dose activity change, negative = inhibition, usual class: inhibitors | 330,000 compounds, 2.3% hits; also: potency is read from the fitted curve at half-maximal effect; % is scaled to controls: 0 for no effect and ±100 for the full control effect; nearly all actives have a fitted effect of over 55% in size
#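 5-Fluorouridine DNA damage + compound/DMSO, 2,000 cells/well, 16 h, 37 °C/5% CO2. ONE-Glo, 30 min RT, luminescence. Readout = decrease in reporter signal.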
# Tb PFK inh = inhibitors of T. brucei phosphofructokinase | O15648 | T. brucei PFK, ADP-Glo luminescence | Potency, µM (top dose mostly 57.5 µM), for inactives: at the highest dose activity, negative = inhibition, usual class: inhibitors | 330,000 compounds, 0.17% hits | AID 485367;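 also: potency is read from the fitted curve at half-maximal effect; 0% = uninhibited 1x PFK enzyme wells and -100% = no-enzyme wells; nearly all actives have a fitted effect of over 60% in size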
# Target sequence (O15648 whole entry, looked up): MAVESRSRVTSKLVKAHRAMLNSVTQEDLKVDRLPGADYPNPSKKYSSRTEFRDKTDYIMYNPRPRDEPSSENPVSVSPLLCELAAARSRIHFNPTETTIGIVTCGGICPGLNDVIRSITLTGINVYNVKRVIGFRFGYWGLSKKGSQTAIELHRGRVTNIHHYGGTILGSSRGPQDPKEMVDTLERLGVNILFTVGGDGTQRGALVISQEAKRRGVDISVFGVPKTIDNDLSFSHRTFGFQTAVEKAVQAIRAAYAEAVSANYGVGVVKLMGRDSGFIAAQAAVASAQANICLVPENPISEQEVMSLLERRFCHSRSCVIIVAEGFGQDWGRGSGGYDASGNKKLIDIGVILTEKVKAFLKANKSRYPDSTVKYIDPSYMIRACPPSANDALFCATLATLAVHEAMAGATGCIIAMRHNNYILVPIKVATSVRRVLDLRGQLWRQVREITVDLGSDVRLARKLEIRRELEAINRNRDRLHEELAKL
#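 Luminescent ADP detection (ADP-Glo, two-step: ATP depletion then ADP-to-ATP conversion for luciferase) reported PFK activity after 45 min room-temperature reaction of 1.25 nM enzyme with 0.5 mM F6P and 0.1 mM ATP at pH 8.0.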
# BRCA1 expr up = BRCA1 expression activation; MCF7-BRCA1-FFLuc reporter, luminescence, 48 h; response scale: scaled: vehicle 0%, 10 µM genistein 100%; Potency, µM (highest dose often 46.1 µM), for the others: top-dose activation, hits mostly activators; 380,000 compounds, 1.1% hits; also: potency is read from the fitted curve at half-maximal effect; nearly all actives have a fitted effect of over 80% in size; some results filed as inactive show a strong effect at the top dose
#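 First, MCF7-BRCA1-FFLuc cells (2000/well) attach for 2 h; next, compounds are pin-added and incubated 48 h at 37 °C; finally, luciferase reagent is added and luminescence read after 15 min.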
# TRPV1 agonist = agonists of human vanilloid receptor 1 (TRPV1); TRPV1-expressing cells, Fluo-8 calcium influx, agonist mode; activation, % at 8.33 µM; AID 540275; 320,000 compounds, 0.19% hits; Q8NER1; in the data active = activation above about 80%; inconclusive = between about 30% and that limit; also: 0% is about no effect
#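 TRPV1-expressing cells were cultured overnight at 35.5C and loaded with Fluo-8 calcium dye for 40 to 90 min at room temperature. After a 10 s baseline, compound was added and calcium influx was read kinetically for 3 min (ex 480/em 520 nm).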
# * = called active by the depositor; ? = inconclusive; / = no result given; & = joins results of further samples; [ ] = another dose, or the depositor's remark. Unless noted, calls follow the shape of the dose curve; as a rule, active = well fitted curve in the direction sought with a large enough effect; inconclusive = small, poorly fitted or top-dose-only effect, or another doubt; inactive = no such curve, though single readings can be large; an effect the other way counts as inactive or inconclusive.
SMILES,RORg inh,FLuc modulator,ELG1 genotox,NPC1 prom act,p53 reactivation,Gal4-VP16 FLuc,Rab9 promoter act,ELG1 DNA repair,Tb PFK inh,BRCA1 expr up,TRPV1 agonist
Cc1cc2c(ncn2C)c(NS(=O)(=O)c2cc(Cl)ccc2Cl)c1C,1.0%,1.2%,-2.7%,-1.4%,-8.6%,9.5%,-7.4%,-9.8%,-4.6%,-33.4%,0.0
CSc1sc(-c2nnc(SCC(=O)Nc3ccc(Cl)cc3)n2C)c2c1C=CCC2,-22.6%,-0.6%,4.5%,-6.0%,-2.4%,-17.2%,-2.8%,-1.2%,0.0%,-11.6%,1.3
COc1ccccc1N(C)S(=O)(=O)c1ccc(C)c(C(=O)NC(C)c2ccccn2)c1 (configuration not stated),/,3.1%,-2.5%,-0.9%,0.0%,/,-3.0%,-3.0%,-2.1%,-37.4%,1.3
O=C(N/N=C/c1cccs1)c1cccc(S(=O)(=O)Nc2ccc(Cl)cc2)c1,3.98µM*,-12.9%,7.3%,-8.5%,-1.7%,5.62µM*,-2.0%,4.6%,-1.0%,-32.6%,-2.2
Cn1cc(S(=O)(=O)c2ccccc2)n(C)c1=O,-13.0%,-1.9%,-0.3%,0.0%,0.4%,1.9%[10 µM],-2.8%,?,1.2%,-2.5%,3.3
COc1ccc(C2(C)NC(=O)N(CC(=O)Nc3ccc(Br)c(C)c3)C2=O)cc1OC (configuration not stated),28.6%,6.7%,-4.8%,-5.3%,-5.9%,-1.4%,-0.3%,-16.7%,1.1%,-42.3%,?
CC(C)(C)C(=O)NC(=S)Nc1ccccn1,12.6µM*,-4.3%,5.7%,-1.2%,-1.2%,?,-2.0%,?,-4.6%,38.7%,5.8
O=C(Nc1ccc(C(=O)N2CCCCC2)cc1)c1ccccc1Cl,-9.3%,7.9%,-2.6%,1.5%,16.1%,20.2%,2.9%,13.6%,-9.3%,-0.3%,9.6
CC(=O)Nc1ccccc1C(=O)C(=O)Nc1ccc(C)c(F)c1,38.9%,?,?,3.55µM*,?,4.6%,1.78µM*,?,1.5%,?,7.2
O=C1OC(Oc2ccccc2)(c2ccccc2)c2ccccc21 (configuration not stated),-26.5%,-0.4%,-3.6%,-1.7%,3.8%,-2.8%,-0.3%,-10.0%,-0.8%,8.6%,25.0
O=C(CN1CCN(S(=O)(=O)/C=C/c2ccccc2)CC1)Nc1ccccc1N1CCOCC1,-9.0%,3.1%,-5.3%,-5.8%,-4.7%,-6.6%,2.6%,?,-3.5%,-3.3%,0.5
Cc1cc(C)c[n+](CC(=O)c2ccc(C)c([N+](=O)[O-])c2)c1,-1.8%,3.2%,1.4%,-1.7%,-4.4%,-6.3%,0.8%,-3.6%,-1.5%,0.3%,-0.8
COc1ccc([N+](=O)[O-])cc1NC(=O)c1cc(C)c(C)o1,-24.9%,-0.3%,13.1%,5.5%,1.1%,-13.1%[10 µM],10.4%,12.6%,-3.0%,17.4%,-0.3
COc1ccc(OC)c(-c2oc3ccccc3c(=O)c2O)c1,7.08µM*,-6.1%,?,1.9%,2.1%,-28.5%,-4.8%,-25.5%,17.7%,-16.7%,4.9
COc1cccc(NC(=O)CN2C(=O)COc3ccc(S(=O)(=O)N4CCOCC4)cc32)c1,18.6%,2.6%&-2.5%,0.0%,0.3%,-2.1%,18.5%,3.6%,1.0%,1.1%,-3.2%,8.1
COCCCn1nnnc1SCC(=O)N1CCCC1,9.9%,1.6%,1.1%,0.4%,2.0%,-3.0%,2.1%,-1.6%,-0.7%,-0.1%,-2.6
CCC(C)[C@H](NC(=O)NC1CCCc2ccccc21)C(=O)OC (some centres not stated),23.7%,-1.9%,0.2%,3.3%,-4.8%,18.6%,-1.8%,-1.9%,0.6%,-18.5%,4.9
O/N=C(\COc1ccccc1O)c1ccccc1,27.4%,2.5%,3.8%,0.6%,6.5%,2.2%,-1.8%,15.3%,1.5%,26.7%,4.9
Nc1ccc(C(=O)N/N=C/c2cn(Cc3cccc(F)c3)c3ccccc23)cc1,?,23.9µM*,0.9%,0.0%,-13.3%,?,1.0%,-25.8%,-7.6%,-59.6%,-0.7
CN=C(Nc1ccc(Br)cc1)SC1CC(=O)N(c2ccc(OC)cc2)C1=O (configuration not stated),44.8%,2.5%,-10.9%,-3.2%,-4.4%,17.7%,-9.8%,?,4.6%,-26.3%,2.7
O=C(c1ccc2c(=O)n(-c3ccccc3)c(=O)[nH]c2c1)N1CCCCC1,8.6%,-1.6%,-4.8%,-5.0%,-0.1%,?,-13.2%,?,1.6%,-30.9%,-0.7
Cc1ccc(S(=O)(=O)N2CCN(C(=O)Cc3ccccc3)CC2)cc1,8.2%,6.3%,-0.7%,-0.1%,-1.4%,5.5%,-4.2%,-4.8%,-5.2%,8.7%[1.84 µM],8.2
C#CCOCCOCCOCCNc1nc(N2CCN(C(=O)C([C@@H](C)O)n3cc([C@@H](N)CCCCN)nn3)CC2)nc(N2CCN(C(=O)[C@H](CC(N)=O)n3cc([C@@H](N)C(C)C)nn3)CC2)n1 (some centres not stated),/,/,-2.9%,/,-0.6%,/,/,11.0%,4.6%,2.3%,/
CN(Cc1cccs1)C(=O)C1CC(=O)N(Cc2ccccc2)C1 (configuration not stated),/,-1.5%,-0.6%,-2.4%,-7.6%,/,9.7%,1.5%,1.1%,-29.2%,2.4
Cc1cc(C)n(-c2nc3ccccc3nc2N2CCN(S(=O)(=O)c3cccc(C#N)c3)CC2)n1,21.5%,3.6%,0.5%,0.8%,-1.9%,-13.5%,3.0%,-13.8%,-4.2%,-30.8%,7.1
CN1CC2([N+](=O)[O-])CC=C(Oc3ccccc3)C([N+](=O)[O-])(C1)C2 (configuration not stated),-17.0%,-1.1%,/,/,/,-0.3%,/,/,/,0.8%,2.6
CCc1ccccc1NC(=O)Cn1c(=O)n(-c2ccc(CC(=O)NCC3CCCO3)cc2)c(=O)c2ccccc21 (configuration not stated),-15.9%,-3.4%&-5.0%,-0.1%,2.1%,-3.0%,0.7%,2.0%,1.2%,-4.5%,-3.3%&8.1%,-0.6
C/C=C/c1ccc(OCCOc2cccc3cccnc23)c(OC)c1,27.2%,?,-0.9%,2.4%,0.7%,19.8%,-4.3%,23.4%,-2.0%,63.5%,1.5
COc1ccc(CN(C)CC(=O)Nc2ccc(Cl)cc2C(F)(F)F)c(OC)c1,11.8%,3.1%,-3.0%,-1.9%,3.9%,-2.5%,-3.9%,-6.1%,3.5%,-38.1%,5.8
Cc1c(C(=O)NNc2cc(=O)n(C)c(=O)n2C)cccc1[N+](=O)[O-],10.1%,-2.1%,0.2%,-2.0%,-0.7%,7.4%,-1.0%,-1.0%,0.8%,14.8%,0.5
Cc1ccc(S(=O)(=O)N2CCC(C(=O)N(C)C3CCS(=O)(=O)C3)CC2)cc1 (configuration not stated),-6.6%,-2.5%,-1.9%,-2.5%,-3.3%,2.0%,-4.8%,-7.4%,3.1%,-4.2%,-1.7
COC(=O)C1CCN(C(=O)C23CCC(C)(C(=O)O2)C3(C)C)CC1 (configuration not stated),-4.0%,0.2%,-0.3%,1.8%,0.1%,-4.1%,-4.9%,-5.7%,-4.0%,30.1%,-1.2
CC(C)[C@H](NC(=O)C1CCN(C(=O)[C@@H]2CCCN2)CC1)C(=O)NCc1ccc(F)cc1,-2.2%,1.7%,3.4%,-0.1%,/,-5.4%,-1.9%,-4.3%,-4.0%,4.7%,2.1
CCC1CCCCN1Cc1cc(OC)c(O)c([N+](=O)[O-])c1 (configuration not stated),-9.6%,-0.6%,2.4%,2.7%,1.5%,-11.3%,-2.3%,-6.0%,-2.3%,0.4%,-3.0
Cc1ccccc1CSc1nc2[nH]ncc2c(=O)[nH]1,-10.2%,?,19.4%,-2.4%,-6.0%,26.2%,-0.7%,?,0.4%,38.8%,0.6
COC(=O)c1ccc(NC(=O)CCN2CCCCC2)cc1,10.1%&35.4%,10.0%&4.3%,-6.2%&0.0%,-0.6%&-3.0%,-0.7%&-2.2%,-6.9%&22.1%,0.8%&9.2%,-11.7%&16.9%,-5.9%&3.5%,16.2%&12.0%,-0.9&5.7
